XiGFP reactiv = X-chromosome reactivation activator; XiGFP mouse fibroblasts, % GFP-positive cells imaging, 3 d; cells co-treated with 5-aza-dC sensitizer; scaled so ellipticine positive control = 100%; activation, % at 7.58 µM; 360,000 compounds, 0.055% hits;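 active means mean normalized replicate activation at least 10% and every replicate at or above 10%; inconclusive means only one of the two criteria met; inactive means mean below 10% and not all replicates reach 10%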;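 further: 0% = median of on-plate neutral control wells and 100% = ellipticine 6 µM median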
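System: XiGFP fibroblasts, SV40-immortalized. Medium: DMEM plus 5-aza-dC sensitizer. Doses: single point. Timing: 3 d treatment, 15 min room-temperature fixation. Control set: ellipticine 6 µM.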
RAD54 branch = RAD54 (human) branch migration inhibition; Q92698; 360,000 compounds, 0.14% hits; RAD54 Holliday junction branch migration, FAM/BHQ fluorescence; AID 602329; inhibition, % at 10.4 µM;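 active means mean normalized replicate activity at least 40 and at least half of replicates scoring 40 or more; inconclusive means only one of the two criteria met; inactive means mean below 40 and under half of replicates reaching 40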;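 further: 0% = median of neutral control wells and 100% = median of positive control wells; inhibitors cause a drop in the FAM fluorescence signal; in these data hits start at about 50%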
Target sequence (Q92698 whole entry, looked up): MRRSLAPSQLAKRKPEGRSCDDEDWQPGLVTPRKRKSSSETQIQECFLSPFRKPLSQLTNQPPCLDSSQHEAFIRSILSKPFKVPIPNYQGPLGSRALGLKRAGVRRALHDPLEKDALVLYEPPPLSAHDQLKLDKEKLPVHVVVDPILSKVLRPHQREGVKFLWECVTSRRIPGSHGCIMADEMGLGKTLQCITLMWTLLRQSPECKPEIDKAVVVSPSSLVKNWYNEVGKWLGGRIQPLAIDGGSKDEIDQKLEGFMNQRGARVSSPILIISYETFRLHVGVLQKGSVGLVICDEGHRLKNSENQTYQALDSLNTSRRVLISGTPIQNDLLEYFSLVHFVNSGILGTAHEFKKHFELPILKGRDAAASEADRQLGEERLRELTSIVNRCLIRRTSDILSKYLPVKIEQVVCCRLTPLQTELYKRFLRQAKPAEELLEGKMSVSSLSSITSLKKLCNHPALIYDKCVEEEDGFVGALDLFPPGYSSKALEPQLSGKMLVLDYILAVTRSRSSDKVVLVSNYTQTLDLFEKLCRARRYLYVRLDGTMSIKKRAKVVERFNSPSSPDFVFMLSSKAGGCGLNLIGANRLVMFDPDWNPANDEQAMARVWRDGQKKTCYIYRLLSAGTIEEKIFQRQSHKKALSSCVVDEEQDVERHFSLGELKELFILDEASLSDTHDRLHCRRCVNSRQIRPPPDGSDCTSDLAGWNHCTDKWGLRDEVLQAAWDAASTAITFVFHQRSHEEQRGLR
CFTR F508del cor = CFTR F508del correction in bronchial cells | CFBE cells, YFP halide quenching; stimulated with forskolin plus potentiator P3; % fluorescence drop versus neutral controls | activity (quench increase), % at 7.58 µM | 350,000 compounds, 0.36% hits | AID 720511;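 active means mean added fluorescence quench of at least 8% versus neutral control, with both replicates also reaching 8%; inconclusive means only one of the mean or replicate conditions met; inactive means mean below 8% and not both replicates reaching 8%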;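 further: cells transiently co-express mutant CFTR-F508del with the halide-sensitive YFP; corrector assay measuring rescue of mutant channel to the surface after 24 h compound exposure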
esBAF inh = blocks esBAF chromatin remodeling in mouse ES cells; Bmi1-luciferase knock-in reporter, 24 h; 100% = twice the neutral-well signal; reporter increase, % at 12.5 µM; 350,000 compounds, 2% hits; AID 602393; in the data active means activation above about 40%; inconclusive means no clear call, values can overlap the other calls;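 further: 0% = median of the plate's neutral control wells and 100% = double that signal; a rise in the Bmi1 reporter signal indicates esBAF inhibition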
ARNT TACC3 PPI = disrupts binding between human ARNT and TACC3; AlphaScreen His-ARNT PAS-B/GST-TACC3 binding, luminescence; TACC3 fragment carries E629A point mutation; inhibition, % at 9.99 µM; 390,000 compounds, 0.66% hits; AID 623870;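 active means mean inhibition of replicates at least 50% and at least half of replicates each reaching 50%; inconclusive means half or more replicates reach 50% but mean below 50%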;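 further: 0% = complete ARNT plus TACC3 wells and 100% = ARNT alone without TACC3; many hits fall short of the cut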
ERAP1 HTS inh = inhibitors of human ERAP1 aminopeptidase | Q9NZ08 | recombinant ERAP1, Leu-AMC fluorescence, 60 min | inhibition, % at 10.7 µM | 340,000 compounds, 0.15% hits | AID 652197;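 active means mean replicate inhibition of at least 30%, or all replicates individually reaching that 30% level; inactive means mean below 30% and not every replicate reaching it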;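 further: 0% = neutral control wells and 100% = L-leucinethiol positive control wells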
INS-1E GSIS act = primary screen for activators of insulin secretion dependent on glucose, INS-1E cells, GLuc reporter luminescence. INS-1E GLuc reporter insulin secretion, 2-3 h. 370,000 compounds, 0.61% hits. activation, % at 16.6 µM. AID 743287;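 active means lowest replicate activation of at least 40%, so every replicate reaches that level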;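 further: 0% = median of neutral control wells and 100% = median of IBMX positive control wells; some compounds called inactive have numbers as strong as hits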
RAD52 anneal inh = RAD52 (human) annealing inhibition; recombinant RAD52 DNA annealing, FRET fluorescence; inhibition, % at 18.7 µM; 360,000 compounds, 0.46% hits; AID 651710; P43351;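 active means every replicate showing at least 50% inhibition; inconclusive means mean inhibition at least 50% but not in every replicate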
Starred values were filed as active, the others as inactive; ? = inconclusive; nt = no result given.

smiles	ARNT TACC3 PPI	ERAP1 HTS inh	RAD54 branch	INS-1E GSIS act	CFTR F508del cor	RAD52 anneal inh	esBAF inh	XiGFP reactiv
Cc1noc(C)c1NC(=O)N(C)C[C@@H]1Oc2ncc(C#CC3CCCC3)cc2C(=O)N([C@@H](C)CO)C[C@H]1C	-1	-1	12	-7	-0.5	3	1	-0.6
Cc1noc(C)c1NC(=O)N(C)C[C@H]1Oc2ncc(C#CC3CCCCC3)cc2C(=O)N([C@H](C)CO)C[C@@H]1C	2	0	-12	-9	1.2	-6	2	-1.0
O=C(c1ccc(F)cc1)N1CCCN(c2nc(-c3ccccc3)ns2)CC1	-7	1	-5	2	2.2	-6	nt	0.5
O=C(Nc1cccc(-c2cscn2)c1)C1CCN(Cc2ccc(CO)o2)CC1	-4	3	3	7	-1.5	-2	5	0.1
Cc1cc(Nc2ccc(Cl)cc2)nc(N2CCOCC2)n1	8	nt	-3	8	-1.9	-17	nt	0.1
C[C@H](NC(=O)C[C@@H]1C[C@H]2c3cc(NC(=O)Cc4ccncc4)ccc3O[C@H]2[C@@H](CO)O1)c1ccccc1	0	5	-8	-9	0.0	9	10	0.0
C[C@@H]1CCCCO[C@H](CN(C)S(C)(=O)=O)[C@H](C)CN([C@@H](C)CO)C(=O)c2cc(NS(C)(=O)=O)ccc2O1	3	nt	-3	12	1.8	nt	2	-0.1
CCCCN(C(=O)CC1OC(=O)c2ccccc21)c1c(N)n(CCCC)c(=O)[nH]c1=O (stereo unspecified)	0	20	3	6	1.5	-3	-2	0.0
CCNC(=O)N1CCN(c2ccc(N3CCN(C(=O)NCC)[C@H](C)C3)c(C)c2)[C@H](C)C1	nt	3	nt	nt	-4.9	-3	nt	0.4
COC(=O)c1ccc(NC(=O)C2CC3CCC2C3)cc1 (stereo unspecified)	-3	nt	2	-15	-1.1	-7	47*	0.4
COc1ccc(NC(=O)c2ccc3c(c2)C(=O)N(Cc2ccncc2)C3=O)cc1S(N)(=O)=O	-6	2	-11	-5	1.8	-3	-4	0.0
Cc1ccc(C(=O)OCCN(C)Cc2ccccc2)cc1	-7	5	-8	-8	0.6	-6	nt	0.0
COc1ccc(CN2CCN(C(=O)c3ccc(S(=O)(=O)N4CCCCCC4)cc3)CC2)cc1	-1	2	2	-21	2.0	-6	4	-0.1
COc1cccc(-c2ccc3c(c2)[C@H]2[C@H](CCN2S(=O)(=O)c2ccccc2F)[C@H](CO)N3C)c1	23	nt	15	-35	2.3	nt	7	0.2
C[C@H](NC(=O)c1ccccc1Cl)C(=O)OCCOc1ccc(Cl)cc1	20	4	-3	-38	-3.0	-4	1	3.8
O=C(NCc1cccc(Cl)c1)c1ccc(-c2cccnc2)c2ccoc12	nt	0	-1	nt	-5.7	-16	25	0.0
COC(=O)/C(C#N)=C/c1c(N2CCN(c3ccccc3)CC2)nc2ccccn2c1=O	8	-1	7	-6	2.6	-45	36	0.0
C/C=C/c1ccc2c(c1)O[C@H](CN(C)Cc1ccc(F)cc1)[C@H](C)CN([C@@H](C)CO)S2(=O)=O	3	-1	-8	-25	-1.5	33	-3	-0.7
Cc1cccc(NC(=S)NC(C)CCc2ccccc2)c1 (stereo unspecified)	-12	1	4	-7	5.0	-4	4	0.1
Cc1ccc(C)c(OC(C)C(=O)Nc2ccc(S(=O)(=O)Nc3nccs3)cc2)c1 (stereo unspecified)	12	0	3	8	1.0	-23	4	0.0
O=C(C[C@H]1CC[C@H]2[C@@H](COC[C@@H](O)CN2Cc2ccncc2)O1)NCC1CC1	7	-1	5	24	-2.2	-8	-3	0.2
COc1ccc(NC(=O)Nc2ccc3c(c2)C(=O)N([C@H](C)CO)C[C@@H](C)[C@H](CN(C)C(=O)NC(C)C)O3)cc1	-11	0	-3	16	1.9	4	0	-0.1
COc1cccc(-c2noc(C3CCCN(C(=O)c4ccc(F)cc4F)C3)n2)c1 (stereo unspecified)	-4	-2	-6	nt	nt	-8	1	-0.2
COCCn1c(SCc2nnc(-c3ccc(OC)c(OC)c3)o2)nnc1-c1ccncc1	-1	0	nt	5	-0.7	0	5	-0.1
CCCCCCCCN1[C@@H](CC(=O)O)c2cc(F)ccc2S1(=O)=O	-1	-3	-5	7	-3.4	-19	-1	0.1
COC(=O)C1=CO[C@@H](O[C@@H]2OC(CO)[C@@H](O)[C@@H](O)[C@@H]2O)C2C1CC[C@]2(C)O (stereo partly specified)	-9	1	1	5	1.6	-13	-3	nt
CCSc1nnc(NC(=O)c2cccc(S(=O)(=O)N(C)c3ccc(C)cc3)c2)s1	-2	nt	-6	-17	nt	nt	-4	-0.1
COc1ccc(Cl)cc1-c1cc(C(=O)Nc2ccc(Br)cc2)[nH]n1	nt	-2	3	nt	1.5	-2	-3	0.0
CNC(=O)C[C@H]1CC[C@H]2[C@@H](COc3ccc(NC(=O)c4ccccc4OC)cc3C(=O)N2C)O1	1	-1	7	4	0.5	1	-3	-0.2
O=C(CCc1nc2ccccc2c(=O)[nH]1)NCCN1C(=O)S/C(=C\c2ccccc2Cl)C1=O	4	0	9	10	-3.2	23	19	0.0
Cc1noc(C)c1NC(=O)Nc1ccc2c(c1)C(=O)N(C)[C@@H]1CC[C@H](CC(=O)NCc3ccc(Cl)cc3)O[C@H]1CO2	-1	-2	4	-18	nt	10	0	0.2
COc1cc(Br)c(-c2sc(Nc3ccccc3)n[n+]2-c2ccc(F)cc2)cc1OC	-13	-3	3	nt	-1.8	-14	-3	0.1
CCOP(=O)(O)c1cccc(OCCOCCOc2cccc(P(=O)(O)OCC)c2)c1	0	2	4	-13	-0.3	-10	4	0.0
CCCCn1c(SCC(=O)NCc2ccc3c(c2)OCO3)nnc1C(CC)N(C)C (stereo unspecified)	-1	-4	11	-1	2.1	-4	3	-0.1
COCC(=O)N(C)C[C@@H]1Oc2ncc(C#Cc3ccncc3)cc2C(=O)N([C@H](C)CO)C[C@H]1C	-4	2	0	11	-2.0	-13	-1	0.4
O=C(COC(=O)c1ccc(Br)cc1)NCC1CCCO1 (stereo unspecified)	2	1	-13	nt	2.2	2	-8	0.0
C[C@H]1CN([C@@H](C)CO)C(=O)c2cccc(NS(=O)(=O)c3cn(C)cn3)c2O[C@H]1CN(C)CC1CC1	-6	-2	17	3	1.8	-7	-3	0.2
COc1ccc(NC(=O)c2cc3c(CO)cnc(C)c3oc2=Nc2cc(OC)cc(OC)c2)cc1	-8	1	0	-14	-2.1	4	-9	-0.1
CCNc1ccc(C(=O)OCC)cc1NC(=O)c1cccc(N(C)C)c1	2	-1	nt	4	?	-7	4	nt
NC(=O)c1nsc(C(=O)N(c2ccc3c(c2)OCO3)C(C(=O)NCC2CCCO2)c2ccc(F)cc2)c1N (stereo unspecified)	2	2	nt	-7	1.3	-5	22	-0.1
Cc1ccc(F)cc1NC(=O)C1CCCN(c2ncccn2)C1 (stereo unspecified)	16	2	nt	-1	0.2	8	-9	nt
O=C(Nc1ccccc1)N1C[C@@H]2N[C@H](C1)C2c1ccc(-c2cccnc2)cc1 (stereo partly specified)	nt	0	nt	5	0.9	6	nt	0.0
CCN(CC(=O)Nc1c(F)cccc1F)C(=O)C1CC(=O)N(c2ccc3c(c2)OCCO3)C1 (stereo unspecified)	0	1	20	6	0.2	-6	nt	0.8
CC(=O)Nc1ccc(S(=O)(=O)Nc2ccc(=O)n(Cc3ccc(Cl)c(Cl)c3)c2)cc1	-4	0	-4	0	-0.2	-15	-5	0.0
C=CCN1c2ccccc2[C@]23C[C@@H](C(=O)OC)N(C(=O)c4cccs4)C2=NC(C(=O)OC)=C(C(=O)OC)[C@H]13	5	-2	0	nt	8.0*	12	8	0.0
CC(C)(C)C1c2[nH]c3ccccc3c2CCN1Cc1cccc(OCCO)c1 (stereo unspecified)	3	-4	-4	-3	-1.5	-42	-7	0.0
Cc1cc(C(=O)OCC(N)=O)c(C)n1-c1ccccc1	18	0	-5	1	1.4	-28	nt	-0.1
OC(COc1ccc(F)cc1)CN1CCN(CC(O)COc2ccc(F)cc2)CC1 (stereo unspecified)	-6	-3	8	3	-1.0	2	-3	0.0
O=C(NC(=S)Nc1cccc(C(F)(F)F)c1)c1csnn1	-2	-6	nt	-15	nt	-11	nt	0.0
CC1=C(C#N)c2nc(N)c(C#N)c(C)c2/C1=C\c1ccc(-c2ccccc2C(=O)O)o1	18	16	nt	-15	0.7	-42	nt	0.0
CC=Cc1ccc2n(c1=O)C[C@H]1[C@H](CO)[C@@H](C(=O)NCCCN3CCOCC3)[C@@H]2N1Cc1cocn1 (mixture of isomers)	-8	-2	-3	8	nt	-5	-3	0.3
Cc1c(C(=O)N2CCN(C(=O)c3ccco3)CC2)sc2nc(-c3ccc(F)cc3)cn12	6	2	-6	-3	-2.2	1	8	0.1
CN(C)CCNC(=O)/C(=C/c1ccc(-c2ccc(Cl)cc2)o1)NC(=O)c1ccccc1	2	nt	25	32	nt	nt	nt	0.0
COc1cc(/C=N/OCC(=O)NC2CCCCC2)ccc1OCc1ccccc1	0	nt	9	-17	nt	nt	nt	0.0
CCN(CC)c1ccc(CNc2nc3ccccc3n2C)cc1	13	-2	nt	-53	-1.0	-24	nt	0.0
CCCCCCN1CCN(C2CN(Cc3cn(CCCC(=O)OC)nn3)S(=O)(=O)C2)CC1 (stereo unspecified)	nt	nt	nt	-2	-0.1	-6	nt	0.0
CSc1ccc(NC(N)=S)cc1	11	6	nt	-7	-1.4	2	nt	-0.7
COC(=O)c1ccc(N2NC(=O)/C(=C/c3cc(OC)c(O)c(OC)c3)C2=O)cc1	2	0	-10	nt	-1.2	2	-4	0.1

Hits appear at their usual frequency (roughly 3.3% active in at least one column).
